LDHA block: qHTS assay for inhibitors of human lactate dehydrogenase | L-lactate dehydrogenase A chain (Homo sapiens), P00338 | purified LDHA, NADH/diaphorase-resazurin fluorescence; hits give low values | activity change, % (values are at about 110 or 230 µM) | hit rate 0.15% among 480,000 | AID 1347041, 2019; in the data active = activity change below about -30%; inconclusive = mostly about -25% to -30%;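 also: plate controls were DMSO wells for no effect and wells without enzyme for full effect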
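Resorufin fluorescence (ex540/em590), read at 0 and 20 min after diaphorase/resazurin addition, reports the NADH left after a 5 min room-temperature reaction of 2 nM human LDH5 with 0.06 mM NADH and 0.2 mM pyruvate.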
GRP78 ERSR act: qHTS for Inducers of the Endoplasmic Reticulum Stress Response (ERSR) in Human Glioma: qHTS; U87-MG GRP78 promoter luciferase reporter, 16 h; Potency, µM, for inactives: top-dose activation, most hits filed as activators; hit rate 0.02% among 420,000; AID 602332, 2012; also: potency is read from the fitted curve at half-maximal effect; series mostly up to about 76 µM; % of control where 0% means no effect; nearly all actives have a fitted effect of over 35% in size
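Stably transfected U87-MG glioma cells carrying a GRP78-based luciferase sensor; 16 h compound incubation. Luminescence end-point read 10 min after Bright-Glo addition at room temperature.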
Vif-APOBEC3F blk: qHTS for Inhibitors of Vif-A3F Interactions: qHTS; HeLa A3F-eYFP + Vif (tagged APOBEC3F with the HIV-1 protein that degrades it), YFP fluorescence increase; Potency, µM (highest dose often 46.1 µM), for inactives: at the top dose activity, negative = active; hit rate 0.2% among 390,000; also: potency is read from the fitted curve at half-maximal effect; % of control where 0% means no effect; nearly all actives have a fitted effect of over 65% in size
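HeLa cells stably expressing A3F-eYFP plus Vif, plated and incubated overnight at 37 deg C, then exposed to compounds overnight at 37 deg C. Blocked degradation read as raised yellow fluorescence (Ex 488/Em 500-530).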
RGS4 inhibitor: Inhibitors of Regulator of G Protein Signaling (RGS) 4: qHTS | Potency, µM (titrated, usually from 114 µM), without a hit: at the highest dose activity change, negative = inhibition, actives largely listed as inhibitors | hit rate 0.039% among 390,000 | AID 504845, 2011 | Transcreener GDP fluorescence polarization, RGS4-accelerated GTP hydrolysis; also: potency is read from the fitted curve at half-maximal effect; % is scaled to controls: 0 for no effect and ±100 for the full control effect; nearly all actives have a fitted effect of over 75% in size; some results filed as inactive show a strong effect at the top dose
Target sequence (P49798 whole entry, looked up): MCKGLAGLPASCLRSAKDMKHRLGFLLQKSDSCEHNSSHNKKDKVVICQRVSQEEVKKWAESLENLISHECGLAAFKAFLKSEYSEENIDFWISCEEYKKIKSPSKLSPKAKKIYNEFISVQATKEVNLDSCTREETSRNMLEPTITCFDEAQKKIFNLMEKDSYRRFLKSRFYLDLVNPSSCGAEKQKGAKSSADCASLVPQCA
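MLSMR compounds (23 nl, pin-transferred) preincubated 10 min at room temperature with a 500nM (2x) first reagent, then RGS4 at 900nM (2x) plus Transcreener GDP mix added; fluorescence polarization (620/688 nm) read before and after 90 min at 30 °C.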
TrxR1 inh: qHTS Assay for Inhibitors of Mammalian Selenoprotein Thioredoxin Reductase 1 (TrxR1): qHTS | recombinant rTrxR1, NADPH fluorescence consumption, selenite substrate | Potency, µM (doses to about 114 µM), without a hit: top-dose activity change, negative = inhibition, actives largely listed as inhibitors | Thioredoxin reductase 1, cytoplasmic (Rattus norvegicus), O89049 | hit rate 1% among 390,000; also: potency is read from the fitted curve at half-maximal effect; % is scaled to controls: 0 for no effect and ±100 for the full control effect; nearly all actives have a fitted effect of over 65% in size
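Rat TrxR1 (90 nM in the dispensed reagent) was pre-reduced with 400 uM NADPH for 5 min at room temperature, then incubated with compound for 15 min. After 400 uM selenite was added, NADPH fluorescence (Ex 340/Em 450 nm) was followed for 8 min.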
Vif-A3G inh: qHTS for Inhibitors of Vif-A3G Interactions: qHTS; HeLa A3G-eYFP + Vif (tagged APOBEC3G with the HIV-1 protein that degrades it), YFP fluorescence, overnight; DNA dC->dU-editing enzyme APOBEC-3G (Homo sapiens), Q9HC16; hit rate 0.076% among 410,000; AID 602310, 2012; Potency, µM (titrated, usually from 46.1 µM), for inactives: at the highest dose activity, negative = active, usual class: inhibitors;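 also: potency is read from the fitted curve at half-maximal effect; % is scaled to controls: 0 for no effect and ±100 for the full control effect; nearly all actives have a fitted effect of over 60% in size; hits raise eYFP signal because A3G escapes Vif-driven loss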
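Read-out is eYFP fluorescence (Ex 488/Em 500-530) from Vif-expressing HeLa A3G-eYFP cells; more signal means A3G escaped Vif-mediated degradation. Cells plated overnight, compound pinned in, incubated overnight at 37 deg C.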
USP1 inh: Inhibitors of USP1/UAF1: Primary Screen; Ubiquitin carboxyl-terminal hydrolase 1 (Homo sapiens), O94782; recombinant USP1/UAF1, Ub-Rhodamine cleavage fluorescence; Potency, µM (top dose mostly 57.1 µM), for the others: at the top dose activity change, negative = inhibition, actives largely listed as inhibitors; hit rate 0.23% among 390,000; also: potency is read from the fitted curve at half-maximal effect; % is scaled to controls: 0 for no effect and ±100 for the full control effect; nearly all actives have a fitted effect of over 60% in size; inactives centre near -12
Target sequence (O94782 whole entry, looked up): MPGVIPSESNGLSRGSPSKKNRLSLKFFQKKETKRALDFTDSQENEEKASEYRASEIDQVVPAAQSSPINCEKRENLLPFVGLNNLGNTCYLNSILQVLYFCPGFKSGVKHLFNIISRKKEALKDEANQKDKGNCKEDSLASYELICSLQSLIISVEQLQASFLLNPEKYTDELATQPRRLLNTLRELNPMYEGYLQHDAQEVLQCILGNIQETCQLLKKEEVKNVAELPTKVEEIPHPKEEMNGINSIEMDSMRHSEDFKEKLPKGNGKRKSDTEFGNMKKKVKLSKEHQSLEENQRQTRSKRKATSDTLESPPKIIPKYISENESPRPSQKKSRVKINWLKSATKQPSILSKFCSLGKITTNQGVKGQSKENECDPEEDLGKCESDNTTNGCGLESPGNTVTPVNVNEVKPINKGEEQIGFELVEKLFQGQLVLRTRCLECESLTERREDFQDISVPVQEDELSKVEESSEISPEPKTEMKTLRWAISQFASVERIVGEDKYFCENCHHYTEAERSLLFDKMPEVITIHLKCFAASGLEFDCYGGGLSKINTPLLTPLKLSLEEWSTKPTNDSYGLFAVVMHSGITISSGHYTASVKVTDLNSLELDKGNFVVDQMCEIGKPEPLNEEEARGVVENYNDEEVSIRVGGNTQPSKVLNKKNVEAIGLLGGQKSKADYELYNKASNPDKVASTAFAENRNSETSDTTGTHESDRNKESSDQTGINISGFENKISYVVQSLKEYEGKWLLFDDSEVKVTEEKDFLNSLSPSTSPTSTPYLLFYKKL
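USP1/UAF1 complex (1 nM) preincubated 15 min at room temperature with compound, then Ub-Rho substrate (150 nM final) added. Kinetic fluorescence at 480/540 nm over 6 reads at 60 s intervals; 50 mM HEPES pH 7.8, 0.5 mM EDTA, 0.1 mg/ml BSA, 1 mM TCEP, 0.01% Tween-20.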
TrxR1 substrate: qHTS Assay for Substrates of Mammalian Selenoprotein Thioredoxin Reductase 1 (TrxR1): qHTS; Thioredoxin reductase 1, cytoplasmic (Rattus norvegicus), O89049; purified TrxR1 substrate turnover, NADPH consumption readout; Potency, µM (top dose mostly 114 µM), without a hit: at the highest dose activity change, negative = substrate turnover; hit rate 0.01% among 390,000; AID 588456, 2011; also: potency is read from the fitted curve at half-maximal effect; % is scaled to controls: 0 for no effect and ±100 for the full control effect; nearly all actives have a fitted effect of over 50% in size
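Rat TrxR1, dispensed at 90 nM, was prereduced with 400 uM NADPH (final) for 5 min at ~22 deg C, then incubated with compound 15 min before 400 uM selenite. A first-read NADPH fluorescence drop versus no-compound background flagged substrates.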
mIDH1 inhibitor: qHTS for Inhibitors of mutant isocitrate dehydrogenase 1 (IDH1): qHTS | Isocitrate dehydrogenase [NADP] cytoplasmic (Homo sapiens), O75874 | hit rate 0.093% among 390,000 | IDH1-R132H enzyme, NADPH consumption, diaphorase/resazurin fluorescence | Potency, µM (doses to about 76.6 µM), for the others: at the top dose activity change, negative = inhibition, actives largely listed as inhibitors; also: potency is read from the fitted curve at half-maximal effect; % is scaled to controls: 0 for no effect and ±100 for the full control effect; nearly all actives have a fitted effect of over 65% in size
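IDH1-R132H (0.5 ug/mL) preincubated 30 min with compound, then NADPH (0.016 mM) and alpha-KG (2 mM) added; 80 min at RT, pH 7.5. Remaining NADPH coupled via diaphorase/resazurin to fluorescence (540/590 nm); concentration-response curves normalized to no-enzyme control.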
The depositor's hits bear a star; u = inconclusive; x = not tested or not shown; & = joins results of further samples; [ ] = remark or other dose. Unless noted, calls follow the shape of the dose curve; as a rule, active = well fitted curve in the direction sought with a large enough effect; inconclusive = small, poorly fitted or top-dose-only effect, or another doubt; inactive = no such curve, though single readings can be large; an effect the other way counts as inactive or inconclusive. Not all compounds are listed; count on the stated rates, not on these rows.

SMILES	LDHA block	GRP78 ERSR act	Vif-APOBEC3F blk	RGS4 inhibitor	TrxR1 inh	Vif-A3G inh	USP1 inh	TrxR1 substrate	mIDH1 inhibitor
S=C(c1ccc(-c2ccc(Cl)cc2Cl)o1)N1CCCC1	-2	1%	-8%	-59%	-6%	-1%	-23%	-2%	13%
Cc1ccc(NC(=O)CSc2nnc(C)c(=O)n2N)cc1Cl	-12	-3%	-1%	21%	22%	2%	-7%	0%	-7%
OCC1(CCc2ccccc2)CCN(Cc2cccn2-c2cccnc2)CC1	8	-4%	8%	-1%	-5%[57.1 µM]	1%	2%	-2%[57.1 µM]	4%
CCC(C)(C(=O)NC1CCCC1)N(C(=O)CNC(C)=O)c1ccccc1 (stereo not drawn)	-6	-6%	-10%	-7%	17%[57.1 µM]	-1%	-20%	6%[57.1 µM]	2%
CCCS(=O)(=O)N1CCCC(C(=O)N2CCOCC2)C1 (stereo not drawn)	-2	-2%	-5%	0%	2%[57.1 µM]	-5%	-10%	11%[57.1 µM]	2%
CCCCc1cc(=O)oc2cc(OCC(=O)N3CCOCC3)ccc12	-7	-3%	0%	9%	10%	2%	-16%	46%[activator]	9%
Cc1ccccc1NC(=O)COC(=O)C1CC2CCCC(C1)C2=O (stereo not drawn)	-9	-2%	7%	-1%	10%	-4%	-1%	0%	1%
COc1ccc(Br)cc1Cn1nnc(C(=O)Nc2cccc(SC)c2)c1N	-5&4	0%	-5%	-2%	6%	4%	-10%	0%	-3%
CCN(CC)C(=O)C(C)OC(=O)COc1ccc(Cl)cc1C (stereo not drawn)	-4	-3%	-4%	41%	-8%	0%	-5%	-7%	4%
Cc1ccc(NC(=O)c2cc(S(=O)(=O)NCCc3ccccc3)ccc2F)cc1Cl	-4	4%	u	9%	-6%	-8%	-14%	-7%	3%
COC(=O)c1cc2sccc2n1Cc1nc(-c2cccc(Cl)c2)oc1C	-2&-3	-3%&-4%	-3%&-8%	3%&-6%	45%&23%[activator]	1%&-3%	u	10%&1%	0%&9%
FC(F)Oc1ccc(NC(=S)NC23CC4CC(CC(C4)C2)C3)cc1	-1	-2%	1%	-6%	3%[57.1 µM]	-1%	-11%	-10%	7%
Cc1ccc(Nc2nc(-c3sc(NC(=O)c4ccco4)nc3C)cs2)cc1	0	-2%	0%	u	-6%	-5%	-20%	0%	-26%
COc1ccc2c(c1)sc(N)[n+]2Cc1cc(C)cc2cccnc12	-3	-6%	4%	-5%	-2%	u	-1%	-4%	5%
CCS(=O)(=O)N1CCN(c2ccc([N+](=O)[O-])c(NCC3CCCO3)c2)CC1 (stereo not drawn)	-1	-5%	9%	-8%	-18%[57.1 µM]	0%	-6%	-9%[57.1 µM]	1%
COc1cc(S(=O)(=O)N2CCC(N3CCCCC3)CC2)ccc1-n1cnnn1	-2	-6%	x	-9%	-12%	-1%	-4%	-5%	-2%
COCCNC(=S)NC1CC2CCCC(C1)N2Cc1ccco1 (stereo not drawn)	-1	2%	-12%	7%	-7%	-2%	-9%	5%	0%
Cc1ccc(-n2c(=O)c3cccnc3n2CC(=O)NCc2ccc(F)cc2)cc1C	-8	-1%	3%	23%	-6%	-4%	-24%	48%[activator]	2%
Cc1nc(-n2[nH]c3c(c2=O)CCCC3)[nH]c(=O)c1Cc1ccccc1	14	u	u	4%	u	u	28µM*	-13%	0%
O=S(=O)(NCc1ccccc1Cl)c1cnc[nH]1	-3	-1%	-17%	17%	-2%	1%	-8%	-5%	0%
CCOC(=O)Cn1c(=NC(=O)c2ccc([N+](=O)[O-])s2)sc2ccccc21	1	-5%	u	-9%	11%[57.1 µM]	0%	-19%	-8%	6%
O=C(CSc1ccsc1[N+](=O)[O-])NCCc1ccc(Cl)cc1	-1	-4%	-1%	-9%	-11%	-9%	3%	-7%	4%
O=c1[nH]c(-c2ccccc2O)nc2c1CCCC2	6	-4%	4%	-25%	15%	-5%	-25%	30%[activator]	10%
O=C(O)c1cc2ccccc2[nH]1	-1	-1%&-4%	-5%	-31%	14%	-1%	u	15%	-5%
COc1ccc(/C=N/NC(=O)c2cccnc2)cc1CSc1nc2ccccc2s1	-10	-2%	-1%	12%	2%	u	-7%	1%	5%
COCCn1cc(C(=O)NCc2ccco2)c2c3ccccc3n(C)c2c1=O	-5	-4%	-2%	11%	4%	1%	-8%	19%	9%
Cc1ccc(CN(C)S(=O)(=O)c2c(C)noc2/C=C/N(C)C)cc1	-1	-3%	1%	-2%[11.4 µM]	5%	2%	-19%	-5%	-3%
C/C(=N\NC(=S)Nc1ccccc1C)c1cc2ccccc2o1	-1	0%	-33%	-21%	-3%	-2%	-25%	0%	-1%
COc1ccccc1C(=O)N/C(=C/c1ccc(Br)cc1)C(=O)N1CCCC1	-7	3%	3%	u	5%[57.1 µM]	1%	u	-9%[57.1 µM]	5%
CCOC(=O)Cc1csc(NC(=O)/C=C/c2ccc(OC)cc2)n1	2	-4%	19%	-1%	6%	0%	-20%	-13%	7%
CCOC(=O)c1c(-c2ccccc2)oc2ccc(OCc3ccccc3Br)cc12	1	-3%	3%	8%	0%	1%	-25%	10%	6%
Nc1ccc(S(=O)(=O)Nc2nccc(/C=C/c3ccc(Cl)cc3)n2)cc1	2	1%	-27%	-11%	0%[57.1 µM]	-1%	-7%	-1%[57.1 µM]	7%
COCCn1c(SCc2ccc(C(=O)OC)o2)nnc1-c1c[nH]c2ccccc12	-1	0%	-2%	1%	6%[57.1 µM]	-6%	-22%	4%	-2%
COc1ccc(S(=O)(=O)N2CC(C)N(S(=O)(=O)c3ccc(OC)cc3)CC2C)cc1 (stereo not drawn)	-9	-4%	-5%	9%	14%	0%	-14%	-1%	1%
COc1ccc(S(=O)(=O)Nc2cccc(-c3ccc(N4CCC(C)CC4)nn3)c2)c(OC)c1	0	-6%	3%	-19%	13%[57.1 µM]	1%	-10%	1%[57.1 µM]	-11%
CCC1CCCCN1CCCNC(=O)C1CCN(c2ncnc3c2nc2n3CCCCC2)CC1 (stereo not drawn)	1	0%	-2%	-6%	24%	1%	-9%	3%	-5%
COc1ccccc1-c1coc2c(CN3CCOCC3)c(O)ccc2c1=O	2	-2%	1%	-15%	u	5%	-18%	206%[activator]	3%
O=C1C(Cl)=C(N2CCCCCC2)C(=O)N1c1ccccc1	-5	-3%	x	-19%	-7%	-4%	-26%	1%	1%
O=C(Nc1ccc2c(c1)OCO2)c1cnc2n(c1=O)CCS2	9	3%	2%	10%	13%	0%	-6%	4%	7%
COC(=O)c1cccc(NC(=O)CCSc2ccc(Cl)cc2)c1C	-6	-5%	-3%	7%	5%	-5%	-3%	-5%	5%
CN(Cc1cccc(Cl)c1Cl)c1ccc(S(=O)(=O)N2CCCCC2)cc1[N+](=O)[O-]	-2	-3%	2%	-32%	-16%	-5%	-18%	-14%	3%
CC(C)CCNC(=O)c1cc2c(=O)[nH]c3ccccc3c2s1	-8	-1%	u	-5%	14%	-1%	-20%	16%	-4%
Cc1ccc(S(=O)(=O)N2CCC(NC(=O)c3cccnc3)CC2)cc1Cl	-5	0%	-15%	3%	-9%[57.1 µM]	-6%	-20%	-7%[57.1 µM]	0%
COc1cc2[nH]c(=O)n3nc(-c4ccccc4)nc3c2cc1OC	7	-6%	0%	-14%	17%	3%	-16%	23%	3%
C=CCOc1c(Br)cc(CNc2ccc(NC(=O)C(C)C)c(OC)c2)cc1OCC	24	1%	-3%	-14%	-35%	-9%	-23%	-18%	19%
CCc1ccc(NC(=O)CN(c2cccc(C)c2)S(C)(=O)=O)cc1	-4	0%	-15%	-1%	7%	-6%	-3%	-3%[57.1 µM]	1%
CCOc1cccc(CNn2cnnc2)c1OCc1ccccc1Cl	-5	-2%	x	23%	-4%	-3%	-2%	-9%	11%
Nc1ccccc1NC(=O)c1ccccc1	-7	u	-7%	14%	40%[57.1 µM]	2%	-7%	6%[57.1 µM]	3%

Laid out differently: 2 of the compounds above.
Each structure is followed by: LDHA block	GRP78 ERSR act	Vif-APOBEC3F blk	RGS4 inhibitor	TrxR1 inh	Vif-A3G inh	USP1 inh	TrxR1 substrate	mIDH1 inhibitor
Nc1ccc(S(=O)(=O)Nc2nccc(/C=C/c3ccc(Cl)cc3)n2)cc1
    2	1%	-27%	-11%	0%[57.1 µM]	-1%	-7%	-1%[57.1 µM]	7%
COCCn1c(SCc2ccc(C(=O)OC)o2)nnc1-c1c[nH]c2ccccc12
    -1	0%	-2%	1%	6%[57.1 µM]	-6%	-22%	4%	-2%

Assay outcomes as filed in PubChem BioAssay.
